INS promoter inh – TRM-6 insulin promoter activity inhibition; TRM-6 cells (human fetal islet line), insulin promoter-eGFP reporter, imaging; reporter expression induced with tamoxifen; inhibition, % at 2 µM; 130,000 compounds, 0.9% hits; AID 1273;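 active = inhibition above the mean plus 3 SD, with well images judged a real hit on visual review, cut at about 60% in these data, passing the limit was not always enough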
sdo1 growth – compounds rescuing growth of sdo1-depleted yeast, bone marrow failure model; S. cerevisiae sdo1-depleted JHY4D growth rescue, OD600 30 h; active compounds read high; pdr5 snq2 efflux-pump mutant strain; z-score at 10 µM; 140,000 compounds, 0.21% hits;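 active = z-score above 3 at both the 24 hr and the 30 hr optical density reads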;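 also: z-score against mean and SD of all compound wells on the same plate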
sdo1 growth Rescue 24 h – further read-out of sdo1 growth, marked with its call; z-score; S. cerevisiae sdo1-depleted JHY4D growth rescue, OD600; measured here: growth rescue at 24 h;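 0 is the plate mean of compound wells and units are plate SD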
* marks the source's active call; other numbers are inactive results; . = not tested or not shown; [ ] = another dose, or the depositor's remark.

SMILES	INS promoter inh	sdo1 growth	sdo1 growth Rescue 24 h
O=C(Nc1ccc(N2CCCC2)cc1)c1cccc(-c2cc3ccccc3oc2=O)c1	.	-0.74	-0.57
CCCc1cc(=O)oc2c(C)c(O)c(CN3CCCCC3)cc12	.	0.58	0.8
CC(=O)NC/C(C)=N\Nc1ccc([N+](=O)[O-])cc1	-41	.	.
COc1ccc(NC(=O)CC#N)cc1OC	-5	1.5	1.6
Cc1cc(C)cc(NC2=NC3(CCCCC3)N=C(N)N2)c1	-21	0.44	0.72
COC(=O)c1ccccc1S(=O)(=O)Nc1ccc(OC)nc1	.	1.1	-0.16
CN(C)/C=C/C(=O)c1ccc(Cl)cc1	50	0.58	0.58
Cc1ccc(S(=O)(=O)c2cc3ccccc3oc2=Nc2ccc3c(c2)OCO3)cc1	40	-0.78	-0.89
COc1cc(C2C(C#N)=C(N)Oc3cc(N(C)C)ccc32)cc2c1OCO2 (stereo not drawn)	-127	0.08	0.49
O=C(CCn1c2c(c3ccccc31)CCCC2)NNC(=O)c1ccc([N+](=O)[O-])cc1	.	-0.92	-0.43
CC1(C)C(=O)OC(C(=O)c2ccccc2)C2(CCCCC2)C1=O (stereo not drawn)	36	-1.8	-2.1
CC1CCN(C(=S)c2cn(Cc3ccccc3F)c3ccccc23)CC1	-17	-1.3	-1.2
CCc1ccc(CN2CCC(CO)(CC3CCCCO3)CC2)o1 (stereo not drawn)	44	.	.
COc1ccc(CN(Cc2ccccn2)S(=O)(=O)c2ccc(-n3cnnn3)cc2)cc1	.	-0.17[9.3 µM]	-0.08
CCOC(=O)C1=C(C)NC(C)=C(C(=O)OCC)C1c1ccccn1	31	0.43	0.43
Cc1ccc(-c2cc(C(=O)NCCc3ccc(S(N)(=O)=O)cc3)c3ccccc3n2)cc1	0	.	.
CCOc1ccccc1OCC(=O)NCCc1ccc(S(N)(=O)=O)cc1	43	.	.
O=C(NC12CC3CC(CC(C3)C1)C2)c1ccc(S(=O)(=O)N2CCOCC2)cc1	.	-1.7	-1.3
CCOC(=O)COn1c(=O)c(=O)n(O)c2ccccc21	-9	0.55	0.11
Cc1[nH]c2ccccc2c1C(=O)CN1CCSCC1	.	-0.33	0.33
COc1ccccc1NS(=O)(=O)c1cccc(C(=O)OCc2nc3ccccc3s2)c1	8	-1.4	-0.73
COCCNS(=O)(=O)c1cc(OC)c(Cl)cc1Cl	-287	-0.41	-1.2
COc1ccc(-c2cc3nc(C)cc(N)n3n2)cc1	22	-0.18	-1
COc1ccccc1NC(=O)CCn1cccc1	-10	0.31	0.2
CCOC(=O)N1CCN(Cc2nc(N)nc(Nc3ccc(Cl)cc3)n2)CC1	-118	.	.
CCc1ccc(-c2csc3[n+]2CCN3C(C)=O)cc1	26	1	0.35
CC1=C(C(=O)Nc2ccccn2)C(c2ccccc2Cl)NC(=S)N1 (stereo not drawn)	-30	.	.
CN1C(=O)c2ccc(NC(=O)c3ccc(N4CCCCC4)c([N+](=O)[O-])c3)cc2C1=O	.	-0.97	-1.3
NC(=O)C1CCN(C(=O)CN(c2cccc(C(F)(F)F)c2)S(=O)(=O)c2ccccc2)CC1	-77	0.68	1.1
Clc1cccc2sc(N3CCN(c4ccccc4)CC3)nc12	.	-0.56	0.63
Cc1c(C(=O)NCC2COc3ccccc3O2)oc2ccc(S(=O)(=O)N3CCOCC3)cc12 (stereo not drawn)	39	-0.05	0.77
Cc1nc2cc(-c3cccc(F)c3)nn2c(C)c1CCC(=O)NC(C)CCc1ccco1 (stereo not drawn)	.	-2.1	-1.5
CCCc1cc(C(=O)OC)c(NC(=O)OCC)s1	26	0.18	-0.67
COc1ccc2[nH]c(N=Nc3ccccc3C)c(O)c2c1	19	0.48	1
O=C(NCCc1c[nH]c2ccccc12)C(=O)NCC1OCCCN1S(=O)(=O)c1ccc(F)cc1 (stereo not drawn)	-50	0.82	0.33
COc1cc(NC(=O)c2noc3c2CCC3)c(OC)cc1Cl	16	-0.61	-0.38
COc1ccc(F)cc1S(=O)(=O)N1CCCC(C)C1 (stereo not drawn)	9	-0.61	-0.72
Brc1nnc2n1-c1ccccc1Sc1ccccc1-2	10	0.21	-0.42
O=C(CSCc1ccco1)Nc1cc(C(F)(F)F)ccc1N1CCOCC1	-55	-0.24	-1
Cc1cc2oc(=O)cc(COC(=O)Cn3cnnn3)c2cc1C(C)C	-10	-1.1	-1.2
CCS(=O)(=O)N1CCN(C2CCC(c3ccccc3)CC2)CC1 (stereo not drawn)	.	-0.22	0.85
COc1cc(C)c(-c2cc(C(=O)O)c(C)o2)cc1C(C)C	35	0.12	0.57
CCCCCCNC(=O)c1cc(-c2ccco2)nc2ccccc12	65	-1.1	0.01
COC(=O)c1ccccc1NC(=O)c1c(O)c2c([nH]c1=O)CCCC2	0	-1.1	-1
CN1C(=O)OC2(C)CCc3ccccc3C12C (stereo not drawn)	.	0.43	0.13
Cc1ccccc1OCC(=O)N(Cc1nc(-c2ccccc2)no1)C(C)C	-27	-0.53	-0.16
CCC(CC)NC(=O)COC(=O)CCC(=O)c1ccc(Cl)cc1	25	.	.
O=C(CNC(=O)/C(=C\c1ccc(F)cc1)NC(=O)c1ccccc1)OCc1ccccc1	10	-0.49	-0.82
CCOC(=O)N1CCN(C(=O)CN(c2ccc(Oc3ccccc3)cc2)S(C)(=O)=O)CC1	.	-0.44	-0.57
CC1(C)Oc2ccc(NC(=O)C3COc4ccccc4O3)cc2O1 (stereo not drawn)	57	-1.9	-1.2
O=C(C1CCCO1)N1CCN(C(c2ccccc2)c2ccccc2)CC1 (stereo not drawn)	-4	-0.29	-0.76
Cc1cnc(C(=O)Nc2nnc(C3CC3)s2)cn1	5	0.37	0.21
Cc1ccc(-c2nnn(CC(=O)Nc3nnc(C(C)C)s3)n2)cc1	55	.	.
COc1ccc(/C=C/c2nc(N)nc(-c3ccccc3O)n2)cc1OC	36	-1	-0.19
N=c1sccn1CC(=O)Nc1cccc(Oc2ccccc2)c1	7	0.46	0.6
Cc1ccc(/C=C2/NC(=O)N(Cc3ccccc3F)C2=O)o1	.	0.18	0.89
Cc1nc(=O)c(-c2ccccc2)c(C)n1CCO	-6	1.8	0.97
O=C(OCC(=O)c1cccs1)c1ccccc1	.	0.1	-0.08
COc1ccc(Cl)cc1N1C(=O)C2CCCN2C1c1ccc(F)c(F)c1 (stereo not drawn)	.	-0.38	-1.1
Cn1nc(C(F)(F)F)c(C(=O)Nc2cccc(C(F)(F)F)c2)c1SCc1ccc(Cl)cc1	.	-0.5	-0.13

The listing continues.
SMILES	INS promoter inh	sdo1 growth	sdo1 growth Rescue 24 h
O=C(NCC1COc2ccccc2O1)c1ccc(NC(=O)c2ccco2)cc1 (stereo not drawn)	-481	-0.87	0.27
Cn1c(-c2cccs2)[n+](C)c2ccccc21	-9	.	.
O=C1c2ccc(Oc3ccc4c(c3)C(=O)N(CCCO)C4=O)cc2C(=O)N1CCCO	19	0.18	0.12
CCC(C)(C)NC(=O)C(c1ccccc1F)N(C(=O)c1ccn[nH]1)c1ccccc1 (stereo not drawn)	-86	0.56	0.37
Cc1ccc(S(=O)(=O)N(C)C)cc1NC(=O)COC(=O)/C=C/c1cnc2ccccc2n1	-22	.	.
CCCNC(=S)Nc1ccc(Br)cc1	55	0.48	-0.32
Cc1cc2oc(C(=O)Nc3c(C)n(C)n(-c4ccccc4)c3=O)c(C)c2cc1C	-20	0.31	0.32
Cc1cc(C)c(C#N)c(SCC(=O)c2cccs2)n1	.	-1.6	-0.99
COc1ccc(C2C(C(=O)N3CCN(c4ccc(OC)cc4)CC3)c3ccccc3C(=O)N2C)cc1 (stereo not drawn)	25	-0.6	-0.44
O=C(O)CCCC(=O)NCCCc1ccccc1	22	1.2	1.2
CCOc1cccc(OCCCOc2cccc3cccnc23)c1	-41	-1.1	-0.59
COc1ccc(S(=O)(=O)Nc2ccccc2OC)cc1C	-113	0.46	0
S=c1cnc2ccccc2[nH]1	45	.	.
COc1cc(NS(=O)(=O)c2cc(C)ccc2OC)c(OC)cc1Cl	-340	-0.99	-0.68
CCN(CC)S(=O)(=O)c1ccc(Cl)c(C(=O)NC(C)C(c2cccs2)N2CCCC2)c1 (stereo not drawn)	-172	.	.
O=S(=O)(c1cccc(C(F)(F)F)c1)N1CCN(c2ccccc2)CC1	17	0.03	0.63
O=[N+]([O-])c1cccc(C(=Nc2ccccc2)NO)c1	-6	0.6	-1
CCOC(=O)c1cnn(-c2cc(C)nc3c(-c4ccccc4)cnn23)c1N	-17	-1.2	-1.6
Cc1cc(C(C)(C)C)oc1C(=O)N(CC(=O)NC1CCCC1)c1c(C)cccc1C	13	-1.3	-1
O=C(CCC(=O)c1ccccc1)Nc1cccnc1	17	-0.26	-0.85
C/C(=N\NC(=O)Cn1c(C)nc2ccccc21)c1cccs1	19	0.05	-0.95
OCCc1ccc(-c2ccc(Cl)cc2)o1	-450	1.9	0.93
COc1ccc(S(=O)(=O)Cc2ccc(C(=O)NCc3ccccn3)o2)cc1	.	0.24	-0.29
CC1CCN(C(=O)CSc2nc3c(cnn3-c3ccccc3)c(=O)[nH]2)CC1	.	-0.24	-0.58
CC(C)C(c1nnnn1Cc1ccc2c(c1)OCO2)N1CCN(C)CC1 (stereo not drawn)	-406	0.6	0.62
Cc1nc(NC(=O)c2ccccc2[N+](=O)[O-])sc1C(=O)N(C)C	31	0.21	-0.73
COc1ccc(S(=O)(=O)Nc2cccc(C(C)=O)c2)cc1Br	27	.	.
CC1CN(C(=O)COC(=O)c2ccc(N)c([N+](=O)[O-])c2)CC(C)O1 (stereo not drawn)	.	1.6	1.5
CCOP(=O)(OCC)C(C#N)=C1SCN(c2ccccc2)CS1	21	.	.
CCCOC(=O)C1=C(C)NC2=C(C(=O)CC(C)(C)C2)C1c1cccnc1 (stereo not drawn)	-14	0.15	-0.57
CCOc1nc(NC(=O)NS(=O)(=O)Oc2ccccc2Cl)nc(-c2ccccc2)n1	69	0.31	0.02
Nc1ccc(Oc2ccc3nc(-c4ccccc4)c(-c4ccccc4)nc3c2)cc1	.	-0.24	0.68
COc1ccc(N2CCN(C(=O)c3ccc(C)cc3Cl)CC2)cc1	67	0.88	0.38
CCCc1cc(C(=O)NCCc2ccccc2)no1	.	0.3	-0.2
CCNC(=O)/C(=C/c1ccc2c(c1)OCO2)NC(=O)c1ccc(Br)cc1	-85	-0.13	-0.63
Nc1nc(-c2ccccc2)c(-c2ccccc2)s1	0	-0.81	-0.21
O=C(Nc1cccc(F)c1)c1ccc(S(=O)(=O)N2CCCC2)cc1	.	-1.6	-1.5
CCOC(=O)CS(=O)(=O)c1nc(-c2ccc(F)cc2)cc(C(F)(F)F)n1	.	-1.5	-1.3
CCOC(=O)c1c(C)[nH]c(C(=O)COC(=O)C23CC4CC(CC(Cl)(C4)C2)C3)c1C	0	-0.17	0.51
O=C(Cc1ccc(Cl)cc1)Nc1cccc(S(=O)(=O)Nc2ccccc2F)c1	16	-0.58	-0.82
Cc1cc(C(=O)Nc2ncn[nH]2)ccc1[N+](=O)[O-]	26	-0.2	-0.85
CN(c1ccc(C(=O)NCC2CCCO2)cc1)S(C)(=O)=O (stereo not drawn)	29	1.5	1.5
COc1cc(C(=O)Nc2sc(C(=O)N3CCOCC3)c(C)c2C#N)cc(OC)c1OC	-7	-0.44	-0.81
CCOc1cc(-c2c(C)c(C)nc(N)c2C#N)ccc1O	46	-0.11	-0.29
CC#CCCCC(=O)Nc1cc(OC)nc(OC)n1	31	-0.63	-1.2
O=C(c1ccc(F)cc1F)N(Cc1ccccn1)Cc1ccco1	.	-1.4	-1.5
COc1ccc(C(=O)NCc2nnc(SCC(=O)Nc3nnc(C)s3)o2)cc1OC	-32	.	.
CCOc1ccc2[nH]cc(C(=O)O)c(=O)c2c1	9	0.69	-0.08
NC(=O)SCC(=O)Nc1ccc(Cl)c(Cl)c1	.	-2	-0.71
O=C(CSc1ccc(-c2nc3ccccc3[nH]2)cn1)Nc1ccc2c(c1)OCCO2	-4	-0.54	0.45

Single records, from the list above. Values in the order: INS promoter inh, sdo1 growth, sdo1 growth Rescue 24 h
`NC(=O)SCC(=O)Nc1ccc(Cl)c(Cl)c1` across the screens: ., -2, -0.71
`CCOc1ccc2[nH]cc(C(=O)O)c(=O)c2c1` across the screens: 9, 0.69, -0.08
`O=C(c1ccc(F)cc1F)N(Cc1ccccn1)Cc1ccco1` across the screens: ., -1.4, -1.5
`CCOc1cc(-c2c(C)c(C)nc(N)c2C#N)ccc1O` across the screens: 46, -0.11, -0.29
`CN(c1ccc(C(=O)NCC2CCCO2)cc1)S(C)(=O)=O` (stereo not drawn) across the screens: 29, 1.5, 1.5

Part of the list above in order of number of heavy atoms, descending.
SMILES	INS promoter inh	sdo1 growth	sdo1 growth Rescue 24 h
Cc1nc2cc(-c3cccc(F)c3)nn2c(C)c1CCC(=O)NC(C)CCc1ccco1 (stereo not drawn)	.	-2.1	-1.5
O=C1c2ccc(Oc3ccc4c(c3)C(=O)N(CCCO)C4=O)cc2C(=O)N1CCCO	19	0.18	0.12
CCC(C)(C)NC(=O)C(c1ccccc1F)N(C(=O)c1ccn[nH]1)c1ccccc1 (stereo not drawn)	-86	0.56	0.37
Cc1cc2oc(C(=O)Nc3c(C)n(C)n(-c4ccccc4)c3=O)c(C)c2cc1C	-20	0.31	0.32
CC1CCN(C(=S)c2cn(Cc3ccccc3F)c3ccccc23)CC1	-17	-1.3	-1.2
COc1ccc(F)cc1S(=O)(=O)N1CCCC(C)C1 (stereo not drawn)	9	-0.61	-0.72
CN1C(=O)OC2(C)CCc3ccccc3C12C (stereo not drawn)	.	0.43	0.13

Compound activity deposited in PubChem by several laboratories.

An unsorted share of the library; any-hit rate near 0.99%.
